# PGC1a acetyl inh – modulators of PGC1a acetylation. U2OS PGC1a acetylation, AlphaScreen anti-acetyl-lysine; with virally co-expressed GCN5 acetyltransferase. inhibition, % at 15.6 µM. 350,000 compounds, 0.17% hits;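 active means every replicate shows inhibition of at least 40%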;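 further: 0% = neutral control wells and 100% = positive control wells; some results beyond the cut were filed as inactive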
# ARNT-TACC3 inh – disrupts binding between human ARNT and TACC3. Q9Y6A5. AlphaScreen His-ARNT PAS-B/GST-TACC3 binding, luminescence; TACC3 fragment carries E629A point mutation. inhibition, % at 9.99 µM. 390,000 compounds, 0.66% hits. AID 623870;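 active means mean inhibition of replicates at least 50% and at least half of replicates each reaching 50%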;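 further: 0% = complete ARNT plus TACC3 wells and 100% = ARNT alone without TACC3; many hits fall short of the cut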
# PAX8 reporter – inhibitors of PAX8 transcriptional activity in RMG-I cells; 360,000 compounds, 1.2% hits; RMG-I TPO-luciferase reporter, SteadyGlo, 24 h; inhibition, % at 12.6 µM;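 active means mean replicate inhibition at least 60% with every replicate also reaching 60%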;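 further: luciferase light reporting Pax8 driven TPO promoter activity; plate controls were median of neutral control wells for no effect and mitoxantrone controls for full effect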
# C2C12 statin – suppressors of simvastatin-induced myotoxicity in C2C12 myotubes | ATP luminescence, 48 h; scaled: DMSO 0, geranylgeraniol control 100 | rescue of ATP level, % at 7.49 µM | 330,000 compounds, 0.78% hits | AID 602340;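 active means mean ATP rescue above about 67%, or every replicate alone reaching that limit, limit read from the data, passing the limit was not always enough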;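 further: myotubes were challenged with 10 µM simvastatin during compound exposure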
# LGR2 inh – Drosophila LGR2 receptor signaling inhibition; HEK293 LGR2, CRE-luciferase, bursicon-stimulated, 4 h; inhibition, % at 9.99 µM; 380,000 compounds, 0.35% hits;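 active means drop in luminescence signal, shown as inhibition above about 50% in the replicate tests, limit read from the data, passing the limit was not always enough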;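 further: agonist challenge used bursicon conditioned medium at about half maximal strength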
# Cneo AK release – Cryptococcus neoformans lysis via adenylate kinase release | C. neoformans lysis, adenylate kinase release luminescence, 4 h; normalised: neutral wells 0, clomiphene wells 100 | 360,000 compounds, 0.2% hits | AID 651654 | lysis activity, % at 15 µM;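 active means mean lysis activity across replicates of at least 80%, whatever share of replicates individually reach that level; inactive means mean lysis activity below 80%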
#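 Assay system: log-phase C. neoformans yeast / Quantity: yeast cell density of 5 × 10^6 cells/mL / Medium: fresh YPD growth medium / Compound: single dose / Timing: static 4 h at 37 °C with compound, 1 h detection / Measured by: adenylate kinase release luminescence / Read-out: lysis from increased AK signal / Benchmarks: Clomiphene as positive lysis control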
# PglD DTNB – blocks C. jejuni PglD acetyltransferase activity | 360,000 compounds, 0.098% hits | inhibition, % at 12.5 µM | AID 602405 | purified PglD enzyme, DTNB colorimetric CoA detection; in the data active means inhibition above about 16%, passing the limit was not always enough; further: strong numbers were not always called active
# INS-1E GSIS act – primary screen for activators of insulin secretion dependent on glucose, INS-1E cells, GLuc reporter luminescence; activation, % at 16.6 µM; INS-1E GLuc reporter insulin secretion, 2-3 h; 370,000 compounds, 0.61% hits; AID 743287;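 active means lowest replicate activation of at least 40%, so every replicate reaches that level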;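 further: 0% = median of neutral control wells and 100% = median of IBMX positive control wells; some compounds called inactive have numbers as strong as hits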
# * hit, by the source's call; · = no result given; & = joins results of further samples.
SMILES,PGC1a acetyl inh,ARNT-TACC3 inh,PAX8 reporter,C2C12 statin,LGR2 inh,Cneo AK release,PglD DTNB,INS-1E GSIS act
CO[C@H]1CN(C)C(=O)c2cc(NC(=O)c3cnccn3)ccc2OC[C@@H](C)N(C(=O)C2CC2)C[C@@H]1C,-1,7,-13,6,3,-2,-5,7
NC(Cc1ccc(Cl)cc1)c1csc(Nc2cc(NCCCO)ncn2)n1 (configuration not stated),-17,·,31,21,-3,0,5,5
C=CCNC(=O)c1ccccc1NC(=O)c1ccccc1,-9,-1,·,8,-2,0,2,23
C[C@@H]1CN([C@@H](C)CO)C(=O)c2cccc(NS(=O)(=O)c3ccc(Cl)cc3)c2O[C@H]1CN(C)C(=O)Nc1ccc(F)cc1,8,-7,23,12,11,-2,1,-6
O=C(COC(=O)CC1CCCC1)Nc1ccc(OC(F)F)cc1,9,0,-14,1,7,-1,-7,·
O=C(COc1ccccc1)Nc1ccc(S(=O)(=O)N2CCCCCC2)cc1,·,-5,·,0,3,3,-1,-23
O=C(O)Cn1ccc2cc(S(=O)(=O)N3CCCCC3)ccc21,·,·,-18,0,5,1,5,5
O=C(COC(=O)Cc1c(Cl)cccc1Cl)NCC1CCCO1 (configuration not stated),1,23,-14,18,6,2,-7,9
Cc1noc(C)c1NC(=O)Nc1ccc2c(c1)C(=O)N([C@@H](C)CO)C[C@H](C)[C@H](CN(C)C(=O)Nc1ccc(C(F)(F)F)cc1)OCCCC[C@H](C)O2,6,6,30,5,11,1,-2,16
Clc1ccc2c(c1)c1cc(Cl)ccc1n2CN1CCOCC1,-22,-3,·,-9,·,-1,3,·
CC(=O)N(C)C[C@@H]1Oc2cc(C#C[C@H](C)O)ccc2S(=O)(=O)N([C@@H](C)CO)C[C@@H]1C,6,-2,-13,2,1,1,-2,7
O=C(CSC1=Nc2ccccc2C2=NC(CC(=O)NCc3ccco3)C(=O)N12)NCc1ccco1 (configuration not stated),·,1,-15,7,4,-3,8,11
CC(=O)C[C@H](O)CC(=O)[C@H]1OC(=O)CCCCCc2ccccc21,7,6,-15,-1,-24,0,-9,22
COc1ccc(-c2cn3cccnc3n2)cc1,·,-9,-45,·,-33,·,·,5
Nc1cccc(-c2cncc(N3CCN(Cc4ccccn4)CC3)n2)c1,·,·,10,1,5,1,0,9
C=CCn1c(-c2cccn(Cc3cccc(Cl)c3)c2=O)n[nH]c1=S,-1,-13,8,8,·,2,-2,·
Cc1ccc(NC(=S)Nc2ccc(Cl)c(Cl)c2)c(OC(F)F)c1,·,2,7,·,7,·,·,10
CC(C)(C)n1ncc2c(=O)n(CC(=O)N3CCCCCC3)cnc21,21,-11,·,-11,·,0,4,·
Cn1c(SCC(=O)NCCc2ccccc2)nnc1-c1ccncc1,-14,-2,1,0,·,-1,-3,·
O=C(CSc1nnc(-c2ccco2)n1-c1ccccc1)NCc1ccc2c(c1)OCO2,-12,-5,·,8,2,8,·,8
COc1ccc(NC(=O)N[C@H]2C=C[C@H](CC(=O)NC3CCCCC3)O[C@@H]2CO)cc1,3,-11,5,6,3,0,3,·
CC(=O)N1[C@@H]2c3ccc(C4=CCCCC4)c(=O)n3C[C@H]1[C@H](CO)[C@H]2C(=O)NCc1cc(F)cc(F)c1,·,-12,2,-21,15,-1,3,-5
O=C(NC1CCCCC1)N[C@@H]1CC[C@@H](CCNS(=O)(=O)c2ccc(F)cc2)O[C@@H]1CO,-20,4,-8,-5,11,-1,2,12
CCO[C@H]1OC(C(=O)N2CCN(Cc3ccc4c(c3)OCO4)CC2)=C[C@@H](c2ccc(C(F)(F)F)cc2)[C@@H]1CCCO,-13&-24,5&8,38&13,-4,5,3&-2,-1&5,·
CCOc1cc(/C=N/NC(=O)Nc2ccccc2)ccc1O,1,14,-57,·,-27,·,·,-10
COCC(=O)N(C[C@H]1N[C@H](CO)[C@H]1c1ccc(-c2ccccc2)cc1)C(C)C,-5,2,-7,-6,10,14,-1,5
COCCN(C(=O)c1cc(-c2ccco2)nc2ccccc12)c1c(N)n(Cc2ccccc2)c(=O)[nH]c1=O,15,19,-5,-6,11,1,-2,20
O=C(CN1CCCCC1)n1c2ccccc2c2ccccc21,4,-2,-8,7,-33,2,1,6
CO[C@H]1CN(C)C(=O)c2ccc(NC(=O)C3CCC3)cc2OC[C@@H](C)N(CC2CCCCC2)C[C@H]1C,1,12,11,5,19,0,0,0
CCCCOc1ccccc1/C=N/NC(=O)CC#N,·,4,9,·,-6,·,·,15
CCCn1c(N)c(Br)c(=O)[nH]c1=O,·,-2,16,-11,-10,3,4,4
C[C@H](CO)N1C[C@H](C)[C@H](CN(C)C(=O)Nc2ccc(C(F)(F)F)cc2)Oc2ccc(NC(=O)Nc3ccc(C(F)(F)F)cc3)cc2C1=O,9,-4,-26,6,9,54,11,9
O=C(c1cc(-c2ccccc2)on1)N1CCN(c2ccccc2)CC1,·,-9,-4,1,-33,-1,1,-6
O=S(=O)(c1ccc(NC(=S)N/N=C/c2ccc(N3CCOCC3)cc2)cc1)N1CCOCC1,·,-15,3,·,-2,·,·,4
COc1cc(N)ccc1C(=O)O,-8,·,-38,5,·,1,-5,·
Cc1ccc(Cl)c(OCC(=O)N2CCc3ccccc3C2)c1,·,4,-4,23,-83,0,-4,21
O=C1C=C(Nc2ccccc2)c2ccccc2C1=O,-1,·,12,·,48,·,·,-27
CCN(CC)CCNC(=O)c1ccc(NC(=O)COc2ccccc2F)cc1,2,1,-7,5,1,·,·,10
CCCN(C)C[C@@H]1Oc2cc(C#Cc3cccc(F)c3)ccc2S(=O)(=O)N([C@H](C)CO)C[C@@H]1C,-25,3,·,4,-1,-4,0,4
CN1C(=O)c2cc(NC(=O)c3cccc(F)c3)ccc2OC[C@H]2O[C@H](CC(=O)Nc3ccccc3)CC[C@H]21,4,·,14,10,0,-2,1,-20

# Whole records as entered above. Values in the order: PGC1a acetyl inh | ARNT-TACC3 inh | PAX8 reporter | C2C12 statin | LGR2 inh | Cneo AK release | PglD DTNB | INS-1E GSIS act
# Results for `CCCn1c(N)c(Br)c(=O)[nH]c1=O` = · | -2 | 16 | -11 | -10 | 3 | 4 | 4
# Results for `COc1cc(N)ccc1C(=O)O` = -8 | · | -38 | 5 | · | 1 | -5 | ·
# Results for `COCCN(C(=O)c1cc(-c2ccco2)nc2ccccc12)c1c(N)n(Cc2ccccc2)c(=O)[nH]c1=O` = 15 | 19 | -5 | -6 | 11 | 1 | -2 | 20
# Results for `O=C1C=C(Nc2ccccc2)c2ccccc2C1=O` = -1 | · | 12 | · | 48 | · | · | -27

# Going on with the list:
SMILES,PGC1a acetyl inh,ARNT-TACC3 inh,PAX8 reporter,C2C12 statin,LGR2 inh,Cneo AK release,PglD DTNB,INS-1E GSIS act
CCCN(C)C[C@H]1OCCCC[C@@H](C)Oc2ccc(NC(=O)c3ccccc3)cc2C(=O)N([C@H](C)CO)C[C@H]1C,-23,-4,83*,18,9,2,3,-5
O=S(=O)(N=S(N1CCCCC1)N1CCCCC1)c1ccccc1,6,-2,14,-8,·,12,2,·
CC(=O)c1cnn(-c2cc(Oc3ccccc3C)ncn2)c1C,-3,0,·,-8,·,-4,-8,·
CC(=O)c1ccn(S(=O)(=O)c2ccccc2)c1,-3,-11,8,·,9,19,3,-3
Cc1onc(-c2c(F)cccc2Cl)c1C(=O)NNC(=O)C1CCN(Cc2ccccc2)CC1,·,4,-1,·,14,·,·,5
O=C(Nc1ccc2c(c1)OCCO2)c1cccnc1,-2,27,·,0,·,-6,6,·
Cc1ccc(S(=O)(=O)c2c(C)nn(C(C)(C)C)c2OC(=O)c2ccc(Br)o2)cc1,-3,-8,·,·,4,·,·,-24
CSc1nsc(SC)c1C(=O)N1CCN(S(=O)(=O)c2ccc(C)cc2)C1C (configuration not stated),·,7,·,-4,·,-2,-5,·
CO[C@@H]1CN(C)C(=O)c2ccc(NC(=O)Cc3ccccc3)cc2OC[C@@H](C)N(C(=O)c2ccccc2F)C[C@H]1C,5,2,-3,0,-11,-2,1,-32
CC1CC(C)CN(C(=O)COC(=O)c2ccc3c(c2)OCO3)C1 (configuration not stated),1,16,-22,-1,3,2,0,20
C=CCn1c(=NC(=O)c2cccs2)sc2cc(NC(C)=O)ccc21,-1,-11,-22,-55,-46,2,·,7
Cc1noc(C)c1NC(=O)Nc1ccc2c(c1)C(=O)N([C@H](C)CO)C[C@@H](C)[C@@H](CN(C)C(=O)Nc1ccc3c(c1)OCO3)O2,5,16,-32,-3,15,39,2,26
CCC(=O)Nc1ccc2c(c1)OC[C@@H](C)N(C(C)=O)C[C@@H](C)[C@@H](OC)CN(C)C2=O,4,-8,·,-11,7,1,1,23
Cc1cc(C)c(S(=O)(=O)Nc2ccc(N(C)C)cc2)c(C)c1-n1cnnn1,3,16,-102,5,19,-9,-7,-13
CCOC(=O)c1c(-c2ccc(C)o2)csc1NC(=O)COC(=O)c1ccc(NC(N)=O)cc1,6,27,-8,-10,·,-2,-2,50*
COc1ccc(C2=NN(C(=O)CCC(=O)O)C(c3ccc(F)cc3)C2)cc1 (configuration not stated),-8,-7,3,3,11,4,3,3
O=C(Cc1ccc(F)cc1)NC1CCCCCC1,-7,-2,-23,-1,-11,2,-4,-4
CC1=C(C(=O)N(C)Cc2ccccc2)C2(CCC(C)CC2)OC1=O (configuration not stated),·,0,6,5,-7,2,-4,-2
COc1ccc(NC(=O)CN2C(=O)c3cccc4cccc2c34)c(OC)c1,8,-1,·,7,-13,-1,0,13
C[C@@H]1CN([C@@H](C)CO)C(=O)Cc2cc(NS(=O)(=O)c3cccs3)ccc2O[C@@H]1CN(C)CC1CC1,-1,-2,·,5,6,-4,-2,1
COc1cccc(-c2ccc3n(c2=O)C[C@H]2[C@H](CO)[C@@H](C(=O)NCC4CC4)[C@@H]3N2S(C)(=O)=O)c1,·,5,·,-6,16,-1,3,9
CCOc1ccc(CN2C(=O)c3ccccc3C2=O)cc1C(=O)NC1CC(C)(C)NC(C)(C)C1,-1,1,3,4,-3,-1,-5,23
CCOC(=O)c1nc2ccccc2c(=O)[nH]1,8,-2,-46,·,-42,2,-1,18
C/C(=N\NC(=O)C1CCCC1)c1ccc(Cl)c(Cl)c1,·,-3,-1,·,-18,0,·,15
CC(=O)/C(=N/Nc1ccccc1C)N1CCOCC1,11,-8,32,12,·,13,5,22
COc1ccc(NC(=O)N(C)C[C@@H]2OCCCC[C@@H](C)Oc3ccc(NC(=O)c4ccccc4)cc3C(=O)N([C@H](C)CO)C[C@@H]2C)cc1,8,-5,-18,·,-9,7,-2,1
CC1CCCN(C(=O)COC(=O)COc2ccc(C#N)cc2)C1 (configuration not stated),20,-5,1,4,-23,-6,0,-2
Cc1ccc(C(=O)NC2(C(Cl)Cl)N=C(c3ccccc3)N=C2N)cc1 (configuration not stated),3,-8,14,-4,-7,·,·,-12
CCCN(CCC)C(=O)Cn1c(=O)c2sccc2n2c(=S)sc(-c3ccccc3)c12,10,·,-1,-8,-4,-1,-4,-3
CCOc1ccc(/C=N/n2c(COc3ccccc3)n[nH]c2=S)cc1OC,0,11,-57,10,-9,1,0,-4
COc1ccc(S(=O)(=O)Nc2ccc3c(c2)CC(=O)N([C@H](C)CO)C[C@H](C)[C@H](CN(C)S(=O)(=O)c2ccc(OC)cc2)O3)cc1,-5,11,9,-20,6,7,1,-16
CCC[C@H]1CN(c2ccc(Br)cc2)C(=O)[C@@H]1CC(=O)Nc1ccc(OC)cc1,-12,·,12,5,-1,-1,-5,-21
COc1cc(/C=C2\SC(=S)N(CCC(=O)N3CCN(C)CC3)C2=O)cc(OC)c1OC,·,12,44,6,8,3,-1,-3
CCC(O)c1c(-c2ccccc2)nn(C)c1Cl (configuration not stated),-6,-7,8,·,12,·,·,-5
